Source: PubChem BioAssay
proKLK7 act: proKLK7 zymogen activators, primary screen, biochemical, fluorescence intensity; activation, % at 7 µM; 0.9% of 370,000 active; Kallikrein-7 (Homo sapiens), P49862; purified proKLK7, EDANS-DABCYL substrate fluorescence; 100% is mature enzyme control, 0% vehicle; AID 652039, 2013;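 active means activation above the mean of all tested compounds plus 3 SD, computed per campaign excluding outliers beyond control limits, cut at about 13% in these data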
ASAP1 GAP inh: inhibitors of human ASAP1 ArfGAP activity, primary screen, biochemical, fluorescence polarization | AID 624377, 2012 | ASAP1-stimulated ARF1 GTP hydrolysis, GDP FP detection | 0.19% of 360,000 active | Arf-GAP with SH3 domain, ANK repeat and PH domain-containing protein 1 (Homo sapiens), … | inhibition, % at 16.5 µM; in the data active means inhibition above about 25%;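 further: 0% = vehicle with enzyme and substrate and 100% = no enzyme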
GC-A act: GC-A stimulated cGMP production enhancers – HEK293 GC-A cells, cGMP TR-FRET, EC30 ANP, primary screen. Atrial natriuretic peptide receptor 1 (Homo sapiens), P16066. 0% at EC30 ANP, 100% saturating ANP. activation, % at 10 µM. 0.14% of 370,000 active. AID 1671463, 2021; in the data active means activation above about 40%
ADAM10 inh: human ADAM10 inhibitors, primary screen, biochemical, QFRET, HTS; recombinant ADAM10, EDANS/DABCYL FRET peptide cleavage, 3 h; inhibition, % at 7 µM; 0.62% of 370,000 active; AID 720582, 2013;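 active means inhibition above a per-campaign cutoff equal to the mean of compounds falling between control-based bounds plus 3 SD, cut at about 20% in these data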;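 further: 0% = DMSO wells while the 100% control is not disclosed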
Target sequence (O14672 214-748 limits assumed): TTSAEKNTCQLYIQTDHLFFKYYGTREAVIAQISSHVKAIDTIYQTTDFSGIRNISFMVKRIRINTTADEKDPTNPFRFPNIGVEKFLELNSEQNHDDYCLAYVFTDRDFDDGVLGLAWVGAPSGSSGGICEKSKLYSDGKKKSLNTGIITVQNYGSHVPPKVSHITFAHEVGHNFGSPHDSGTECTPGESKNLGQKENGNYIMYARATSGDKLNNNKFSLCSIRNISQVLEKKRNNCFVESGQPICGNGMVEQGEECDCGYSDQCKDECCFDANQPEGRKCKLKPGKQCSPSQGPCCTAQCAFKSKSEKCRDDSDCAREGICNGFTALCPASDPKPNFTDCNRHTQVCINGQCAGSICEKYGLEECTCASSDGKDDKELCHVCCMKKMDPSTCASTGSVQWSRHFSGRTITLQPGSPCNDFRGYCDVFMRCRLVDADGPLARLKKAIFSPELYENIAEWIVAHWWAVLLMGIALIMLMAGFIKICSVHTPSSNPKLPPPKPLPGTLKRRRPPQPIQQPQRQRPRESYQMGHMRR
sPLA2-III inh: human group III sPLA2 inhibitors, primary screen, biochemical, QFRET, BODIPY PC-A2 liposome substrate; Group 3 secretory phospholipase A2 (Homo sapiens), Q9NZ20; QFRET BODIPY PC-A2 liposome hydrolysis, fluorescence; inhibition, % at 12.2 µM; 0.56% of 370,000 active; AID 743126, 2013;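 active means inhibition above mean plus 3 SD of compounds lying within the high and low control bounds, cut at about 19% in these data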;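 further: 0% = median of test compound wells and 100% = no enzyme DMSO wells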
Target sequence (Q9NZ20 whole entry, looked up): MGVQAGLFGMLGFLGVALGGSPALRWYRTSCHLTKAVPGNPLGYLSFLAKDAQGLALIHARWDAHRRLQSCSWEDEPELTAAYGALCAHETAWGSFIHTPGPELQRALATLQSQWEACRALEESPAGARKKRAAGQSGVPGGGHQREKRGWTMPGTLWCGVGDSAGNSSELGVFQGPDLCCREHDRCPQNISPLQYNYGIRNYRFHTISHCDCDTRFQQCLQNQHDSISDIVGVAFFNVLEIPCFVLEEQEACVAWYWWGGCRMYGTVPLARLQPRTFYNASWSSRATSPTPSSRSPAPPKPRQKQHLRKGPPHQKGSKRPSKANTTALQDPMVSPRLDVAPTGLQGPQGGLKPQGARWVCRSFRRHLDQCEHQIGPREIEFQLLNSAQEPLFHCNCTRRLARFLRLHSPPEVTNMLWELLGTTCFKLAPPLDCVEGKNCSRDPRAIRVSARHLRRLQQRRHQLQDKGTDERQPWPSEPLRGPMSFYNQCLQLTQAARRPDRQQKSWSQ
ARFGAP1 inhibitor: inhibitors of rat ARFGAP1 GAP activity, primary screen, biochemical, fluorescence polarization, GDP tracer. inhibition, % at 16.5 µM. Arfgap1-stimulated ARF1 GTP hydrolysis, GDP FP detection. AID 651572, 2012. ADP-ribosylation factor GTPase-activating protein 1 (Rattus norvegicus), Q62848. 0.26% of 360,000 active;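 active means inhibition above a per-plate limit, mean inhibition of low control wells plus 3 SD, cut at about 25% in these data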;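 further: 0% = DMSO wells with enzyme and 100% = wells lacking Arfgap1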
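Assay system: purified rat His6-Arfgap1 residues 1-136 (GAP domain); Reagent: human Δ17 ARF1 bound to GTP; Dosing: 16.5 µM single point, 1.26% DMSO; Times: GTP hydrolysis reaction 2 h at 25 °C; Signal: FP, GDP Alexa 633 tracer displaced from anti-GDP antibody, 620/688 nm; Measure: % inhibition from polarization.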
GC-B act: human GC-B receptor activators, primary screen, HEK293 GC-B cells, cGMP TR-FRET, EC30 CNP; Atrial natriuretic peptide receptor 2 (Homo sapiens), P20594; 0% at EC30 CNP, 100% saturating CNP; activation, % at 10 µM; 0.11% of 370,000 active; AID 1920062, 2024;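 active means activation at 10 µM reaching about 35% in either raw or pattern-adjusted values, limit read from the data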
GAA850 FXN act: FXN promoter activators, primary screen, cell-based, luciferase luminescence, HEK293 lucGAA850. HEK293 lucGAA850 FXN promoter luciferase reporter, 24 h; percent of 10 µM SAHA response. 0.56% of 360,000 active. activation, % at 6 µM. AID 540364, 2011;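 active means activation above the average of all compounds screened plus 3 SD, cutoff fixed separately per campaign, cut at about 7.5% in these data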;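 further: 0% = DMSO wells and 100% = 10 µM SAHA wells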
Tn6 DDE FP: inhibitors of Tn6 peptide binding to fibrin DD(E), primary screen, biochemical, fluorescence polarization, human fibrin, Tn6 probe; Fibrinogen beta chain (Homo sapiens), P02675; Fibrin DD(E) TRITC-Tn6 fluorescence polarization displacement; inhibition, % at 8.3 µM; 0.21% of 370,000 active;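 active means inhibition above a per-campaign cutoff: mean of compounds within control limits plus 3 SD, cut at about 15% in these data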;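 further: 0% = median of all compound wells on the plate and 100% = blocking peptide control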
rCAG binder: binders of r(CAG) RNA repeats, primary screen, biochemical, fluorescence | r(CAG) RNA repeat, TO-PRO-1 dye displacement fluorescence | inhibition, % at 3 µM | 1.3% of 370,000 active;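 active means inhibition above the plate cutoff, the mean of all test compounds on that plate plus 3 SD, cut at about 35% in these data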;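 further: 0% = DMSO alone and 100% = 100 µM mitoxantrone as full dye displacement; higher means more dye released from RNA so lower well fluorescence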
* = called active by the depositor; i = inactive; · = not tested or not shown.

SMILES	Tn6 DDE FP	GAA850 FXN act	rCAG binder	GC-A act	sPLA2-III inh	ADAM10 inh	GC-B act	ASAP1 GAP inh	proKLK7 act	ARFGAP1 inhibitor
O=C1CC/C=C\C[C@@H](CC(=O)N(CCO)Cc2ccccc2)C(=O)NC[C@@H](c2ccccc2)O1	2	-0.5	-6	-2	-1	2	3	4	0.6	2
CC(=O)C1CCC2C3CC=C4CC(SC(=N)N)CCC4(C)C3CCC12C (configuration not stated)	1	-2.5	18	-15	37*	-16	-5	-16	0.0	4
COc1ccccc1CC(=O)N1CCN(c2cccc(Cl)c2)CC1	-3	0.8	-2	-11	0	6	-7	-7	-0.2	-7
Cc1ccc(NC(=O)CNC(c2ccccc2)c2ccccc2)c(F)c1	-4	2.1	-2	-1	-9	16	-4	7	0.3	-10
O=C(NCCc1ccccc1Cl)C1CC(=O)N(C2CCCCC2)C1 (configuration not stated)	5	-2.8	-3	4	2	4	3	-6	-0.2	-1
Cc1ccc(COC(=O)c2nn(C)c(=O)c3ccccc23)cc1	6	-0.2	-3	0	-5	9	1	-10	0.3	1
CN1C(=O)c2cccc3c(S(=O)(=O)N(C)C)ccc1c23	-6	1.8	-1	5	0	i	0	6	49*	10
O=C(CSc1nnc(Cc2cccs2)n1C1CC1)NC1CCS(=O)(=O)C1 (configuration not stated)	3	2.0	2	4	13	-4	-5	17	-0.4	-8
N#Cc1ccc(N2CCOCC2)nc1	6	0.3	1	-1	0	7	0	3	0.3	8
CC(C)C[C@H]1CNC(=S)N1CC1CCN(CCCC2CCCCC2)CC1	-3	-0.9	0	1	-5	-4	-2	-6	-0.2	2
COc1c(N2CCN(C(=S)NCc3ccccc3)C(C)C2)c(F)cc2c(=O)c(C(=O)O)cn(C3CC3)c12 (configuration not stated)	-1	-2.8	17	-3	-7	-324	-6	14	-8.4	3
COc1ccccc1Cn1c(=S)[nH]c2cc(C(=O)NCC3CCCO3)ccc2c1=O (configuration not stated)	0	-1.5	5	15	-2	-7	6	0	0.8	-8
C/C(=N\NC(N)=S)C1C2C3CC4C5CC(C42)C1C53 (configuration not stated)	11	-8.0	-2	-3	11	0	4	-16	-0.3	-4
O=C1CC2c3ccccc3C1C1C(=O)N(CCc3ccccc3)C(=O)C21 (configuration not stated)	-4	0.2	-5	-3	-1	0	-5	-7	-0.2	6
CCN(CC)C(=O)c1cc2c(=O)oc3ccccc3c2s1	8	0.1	3	5	8	-7	0	-18	-0.6	2
COC(=O)c1cc(C(=O)c2c(C)cc3ccccn23)cc([N+](=O)[O-])c1	-3	-2.7	-1	2	3	9	-1	-15	0.2	4
CCN(CC)S(=O)(=O)c1cccc(-n2c(O)c(C=Nc3ccccc3C(=O)O)c3ccccc3c2=O)c1	-6	-11	15	-12	-3	-38	8	-9	0.3	1
Cn1c(=O)[nH]c(=O)c2c1nc(CN1CCOCC1)n2Cc1ccc(F)cc1	11	0.3	0	-2	7	-15	1	11	-0.2	-7
COc1ccc(N(C(=O)c2ccco2)C(C(=O)NC2CCCC2)c2ccc(N(C)C)cc2)cc1 (configuration not stated)	-6	-6.3	-3	-3	3	-5	-3	-2	-0.2	6
O=C(Nc1cnn(Cc2ccc(F)cc2)c1)C(c1ccccc1)c1ccccc1	1	-1.1	2	-5	-48	23*	0	16	0.3	9
CCN1CCN(CCCNC(=O)c2cc3sccc3n2CC)CC1	3	0.7	4	-2	1	-10	6	6	0.1	4
Cc1nc2cc(C(F)(F)F)ccc2n1C1CCN(CC(=O)NC(C)(C)C)CC1	-2	2.9	-8	2	-3	0	-1	2	0.0	10
C=CC[C@@H](Cc1ccc(F)cc1)C(=O)OC[C@@H]1CCCN1C(=O)[C@@H](CC=C)CC(=O)N[C@H](CO)Cc1ccccc1	3	-7.9	-7	-7	-43	10	-2	-5	-0.6	2
Cc1ccc(C(=O)N/C(=C\c2ccc(Br)cc2)c2nc(=S)[nH][nH]2)cc1	-2	3.5	41*	·	-7	5	·	10	-0.2	18
Cc1cc(NC(=O)CNCC(c2ccccc2)N(C)C)c([N+](=O)[O-])cc1C (configuration not stated)	-6	0.2	-3	-3	-4	3	0	-7	0.1	-5
COc1ccc(Cl)cc1C(=O)NNC(=O)c1cccs1	-2	4.4	1	1	3	0	1	3	0.0	-2
O=c1cc(-c2ccc(O)c(O)c2)oc2cc(O)cc(O)c12	-11	11*	12	-1	-10	5	-6	16	0.2	3
COc1ccc(NC(=O)N2c3ccccc3C(C)=CC2(C)C)cc1	-1	0.3	-2	1	2	0	-3	-5	0.0	9
O=C(Nc1ccccc1)c1cc2ccccc2o1	-4	5.3	-2	-1	1	6	-1	-3	0.1	0
COc1ccc(CNC(=O)[C@@H](NC(=O)C2CCN(C(=O)[C@@H](N)CCSC)CC2)C(C)C)cc1	9	-0.5	-6	3	-3	0	1	1	-0.4	2
CC(=O)N1CC(C)c2scc(C)[n+]2-c2ccccc21 (configuration not stated)	12	2.3	-5	3	-3	1	4	-6	-0.1	-3
CCc1nnc(NC(=O)Nc2ccc(Cl)cc2)s1	14	3.1	39*	4	-5	-3	0	-11	-0.2	-4
O=C(Nc1cccc(Cl)c1)Nc1ccnc(-c2cccnc2)n1	-12	-2.2	10	5	11	9	6	9	-0.2	12
Clc1ccc2nc(-c3ccccc3)nc(C(Cl)Cl)c2c1	-3	1.1	2	-4	0	-1	-1	2	-0.5	-14
Cc1cc(C)c(NC(=O)CN(C)C(=O)CCN2C(=O)C3CCCCC3C2=O)c(C)c1 (configuration not stated)	3	-0.6	0	-2	0	-1	6	-12	-0.8	1
Cc1ccc(CSc2ncnc3c2cnn3-c2ccc(C)cc2)cc1	12	3.5	3	-3	5	4	-2	12	0.4	8
COc1ccc(N2CCN(C(CNC(=O)c3ccc4c(c3)OCO4)c3cccnc3)CC2)cc1 (configuration not stated)	1	1.5	5	6	0	6	-6	4	0.1	-16
COc1ccccc1N1CCN(C(=O)CCc2nnc3ccc(N4CCC(C)CC4)nn23)CC1	0	0.0	-9	-1	8	-1	0	3	0.5	1
COc1ccccc1C(=O)OCC(=O)NC1CCCC1	-5	1.1	-3	3	-3	1	3	2	-0.4	-11
NC(N)=Nc1nc(-c2ccccc2)c2cc(F)ccc2n1	1	-3.4	22	-13	12	-299	-6	-7	12	4

Molecules above that have an aryl thioether with sulfur outside any ring, in the order listed:
SMILES	Tn6 DDE FP	GAA850 FXN act	rCAG binder	GC-A act	sPLA2-III inh	ADAM10 inh	GC-B act	ASAP1 GAP inh	proKLK7 act	ARFGAP1 inhibitor
O=C(CSc1nnc(Cc2cccs2)n1C1CC1)NC1CCS(=O)(=O)C1 (configuration not stated)	3	2.0	2	4	13	-4	-5	17	-0.4	-8
Cc1ccc(CSc2ncnc3c2cnn3-c2ccc(C)cc2)cc1	12	3.5	3	-3	5	4	-2	12	0.4	8

Additional results:
SMILES	Tn6 DDE FP	GAA850 FXN act	rCAG binder	GC-A act	sPLA2-III inh	ADAM10 inh	GC-B act	ASAP1 GAP inh	proKLK7 act	ARFGAP1 inhibitor
O=C(c1cc(F)ccc1F)N1CCC(N2CCC(C(=O)N3CCCC3)CC2)CC1	9	0.2	-1	3	0	-8	2	0	-0.5	-7
CCOc1ccc(CCNC(=O)c2cc3ccccn3n2)cc1OCC	6	2.5	-4	-3	9	-4	4	2	0.1	-4
CCC(C(=O)OC)n1cnc2c(nnn2-c2ccc(F)cc2)c1=O (configuration not stated)	-5	-0.3	1	0	9	-18	1	12	-0.1	8
COC(=O)CNC(=O)c1cccc(-c2ccc(OC)cc2)c1	-2	2.3	0	0	-5	-7	-4	-6	0.3	-3
COc1ccc2cc(C(=O)NCc3ccccc3CN3CCCC3)ccc2c1	-5	-2.9	4	3	9	-71	0	-1	-0.1	-4
Cc1nn(C)c(Oc2ccc(Cl)cc2)c1C(=O)Nc1ccc(F)cc1F	1	-0.8	-1	-6	-1	3	0	-5	-0.9	-6
CCOc1ccc(C(=O)N[C@H](C(=O)Nc2cccc(S(=O)(=O)N3CCOCC3)c2)C(C)C)cc1	-1	-9.1	0	-1	-4	-9	-4	-4	0.8	-7
CC(C)[C@H](NC(=O)OC(C)(C)C)c1nnc(S(=O)(=O)Cc2c(F)cccc2Cl)o1	2	-19	-9	8	-1	1	6	-4	-0.1	-12
O=C1c2ccccc2C2NC(=O)C3(CCCCC3)N12 (configuration not stated)	2	-0.7	-2	4	1	-3	3	8	0.3	5
CC(=O)Nc1ccc(S(=O)(=O)NCc2ccncc2)cc1	6	1.7	-1	2	7	-2	3	-8	-0.5	-3
CC1=C(/C=C/C(C)=C/C=C/C(C)=C/CO)C(C)(C)CCC1	-9	-0.3	1	3	-6	0	-2	-14	0.1	4
CC(C)CN(C(=O)c1ccc(=O)n(C)n1)c1nc2ccccc2s1	2	6.2	-4	-7	-1	2	1	4	0.2	-4
COc1ccc(-n2c(=O)c(CCC(=O)N3CCN(c4ccccc4O)CC3)nc3ccccc32)cc1	-8	-1.4	5	-7	-18	3	3	-5	0.4	5
COc1ccc(CNC(=O)CN(C(=O)c2snc(C(N)=O)c2N)c2ccc(OC)c(OC)c2)cc1	-6	0.4	4	-3	1	-3	-10	-1	-0.1	1
CCOc1ccc(NC(=O)C2CCCN(S(=O)(=O)c3c(C)n[nH]c3C)C2)cc1 (configuration not stated)	-5	0.8	-1	1	6	-20	0	13	0.3	10
COc1ccc(S(=O)(=O)N2CCC(C(=O)NCCC3=CCCCC3)CC2)cc1OC	4	1.1	-2	1	-10	5	0	-2	0.3	-8
Cc1ccc(S(=O)(=O)N2CC(O)C[C@H]2C(=O)OCC(=O)Nc2ccc(N3CCCCC3)cc2)cc1C (some centres not stated)	0	1.3	-1	0	-15	2	-3	8	-0.3	8
Cc1cccc(CNc2ncnc3ccc(-c4ccc5c(c4)OCO5)cc23)c1	-12	1.9	7	20	-11	-168	24	9	-1.1	13
COc1cccc(CN2CC(C(=O)NCc3ccc(Cl)s3)CCC2=O)c1 (configuration not stated)	1	-0.1	-3	-2	-7	2	-3	3	0.4	-4
